Assay outcomes: PubChem, several laboratories
Ba/F3 V617F tox = lowers viability of Ba/F3 cells expressing EpoR and JAK2V617F | ATP luminescence | inhibition, % at 5.6 µM | 1.1% of 220,000 active;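 active = inhibition above the campaign mean plus 3 SD over all tested compounds, cut at about 24% in these data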;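 note: cytokine-independent growth of Ba/F3 cells driven by EpoR plus mutant JAK2; 0% = DMSO-treated cells and 100% = JAK inhibitor I control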
RBBP9 inh = blocks human serine hydrolase RBBP9. O75884. recombinant RBBP9, FP-Rh probe fluorescence polarization. inhibition, % at 7.94 µM. 0.2% of 220,000 active;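 active = inhibition above the campaign mean of all tested compounds plus 3 SD, cut at about 14% in these data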;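 note: plate controls were DMSO wells with RBBP9 for no effect and wells lacking RBBP9 protein for full effect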
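Test system – recombinant human RBBP9 · Input – RBBP9 2.5 µM in dispensing solution, pre-mixing · Medium – Tris buffer pH 8.0, NaCl, Pluronic · Schedule – preincubation 30 min plus labeling 45 min at 25 °C · Measured by – fluorescence polarization · Measure – % inhibition · Controls – DMSO and no-protein wells · Replicates – one well per compound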
BaF3 tox = reduces parental Ba/F3 cell viability, JAK2V617F counter-screen | CellTiter-Glo ATP luminescence | inhibition, % at 5.6 µM | 1.1% of 220,000 active;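 active = inhibition above a per-campaign cutoff, the mean inhibition of all tested compounds plus 3 SD, cut at about 27% in these data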;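 note: 0% = DMSO wells and 100% = JAK Inhibitor I control wells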
S1P4 antagonist = antagonists of human S1P4 receptor. O95977. 0.26% of 220,000 active. inhibition, % at 4.98 µM. AID 1510. S1P4-expressing cells, antagonist mode, reporter read-out; in the data active = inhibition above about 29%;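 note: 0% = wells stimulated with agonist and 100% = vehicle wells without agonist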
NPY-Y1 PAM-ag = human NPY-Y1 potentiation or agonism, primary screen | activation, % at 3.6 µM | AID 1304 | P25929 | NPY-Y1 expressing cells, potentiator/agonist activation | 0.37% of 220,000 active; in the data active = activation above about 33%, passing the limit was not always enough;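 note: cells stimulated with NPY at EC10 then isoproterenol at EC100; 0% = low agonist plus stimulus and 100% = saturating agonist plus stimulus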
Target sequence (P25929 whole entry, looked up): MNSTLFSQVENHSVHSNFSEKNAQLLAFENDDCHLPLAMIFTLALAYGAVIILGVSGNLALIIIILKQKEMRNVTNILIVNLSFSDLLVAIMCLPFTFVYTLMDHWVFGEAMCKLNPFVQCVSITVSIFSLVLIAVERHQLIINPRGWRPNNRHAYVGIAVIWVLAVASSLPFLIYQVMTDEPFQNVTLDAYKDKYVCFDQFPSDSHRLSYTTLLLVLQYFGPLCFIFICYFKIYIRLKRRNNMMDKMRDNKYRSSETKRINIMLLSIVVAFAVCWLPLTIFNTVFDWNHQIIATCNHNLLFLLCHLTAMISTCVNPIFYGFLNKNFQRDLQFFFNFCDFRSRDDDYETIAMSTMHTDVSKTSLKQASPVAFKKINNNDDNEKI
NPY Y1 blocker = blocks the human neuropeptide Y Y1 receptor; inhibition, % at 3.6 µM; 1% of 200,000 active; HEK293-CNG Y1 cells, membrane potential fluorescence; NPY at EC95, then isoproterenol;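 active = inhibition above the campaign mean inhibition of all tested compounds plus 3 SD, cut at about 20% in these data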;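 note: 0% = DMSO wells given NPY plus isoproterenol and 100% = isoproterenol alone without NPY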
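Material: HEK293 Y1/CNG channel cell line | Also added: NPY (25 nM), isoproterenol (1 µM), Ro 20-1724 (25 µM) | Compound: One concentration, 3.6 µM, in 0.4% DMSO | Schedule: 3 h dye uptake, 1 h room-temperature compound, 45 min post-isoproterenol | Signal: Membrane-potential fluorescent dye readout | Read-out: % inhibition of NPY effect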
NPY2 pot ag = potentiates or activates human NPY-Y2 receptor; 0.45% of 220,000 active; activation, % at 3.6 µM; cells expressing NPY-Y2, potentiator/agonist read-out; P49146; in the data active = activation above about 27%;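 note: cells stimulated with NPY near EC25 plus isoproterenol at EC100; 0% = vehicle plus submaximal agonist and 100% = vehicle plus saturating agonist; some results beyond the cut were filed as inactive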
S1P4 ag = activates the human S1P4 receptor. activation, % at 4.98 µM. 0.35% of 220,000 active. O95977. AID 1509. S1P4-expressing cell line, agonist reporter assay; in the data active = activation above about 11%;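 note: 0% = DMSO vehicle and 100% = reference agonist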
Runt-CBFb FRET = inhibitors of human RUNX1 Runt domain binding to CBFb; Q01196+Q13951; Cerulean-Runt/Venus-CBFb FRET ratio 530/480, 1 h; inhibition, % at 20 µM; 0.46% of 220,000 active; AID 1496;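 active = inhibition over about 50% at 20 µM in the single-dose screen, limit read from the data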;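 note: 0% = DMSO wells and 100% = excess unlabeled CBFb competitor control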
Target sequence (Q01196 whole entry, looked up, the tested form may be a part): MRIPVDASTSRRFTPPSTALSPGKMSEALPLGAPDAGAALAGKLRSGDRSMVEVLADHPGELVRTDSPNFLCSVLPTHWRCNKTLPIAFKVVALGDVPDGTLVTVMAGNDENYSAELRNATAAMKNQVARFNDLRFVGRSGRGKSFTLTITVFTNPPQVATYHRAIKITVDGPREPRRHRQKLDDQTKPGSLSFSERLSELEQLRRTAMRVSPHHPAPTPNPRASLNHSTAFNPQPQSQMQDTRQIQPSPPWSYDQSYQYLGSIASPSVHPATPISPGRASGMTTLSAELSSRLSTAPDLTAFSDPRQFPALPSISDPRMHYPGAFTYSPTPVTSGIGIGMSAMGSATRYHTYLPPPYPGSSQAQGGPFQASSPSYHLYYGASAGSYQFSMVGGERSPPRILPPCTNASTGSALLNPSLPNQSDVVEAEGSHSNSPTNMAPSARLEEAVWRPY
Target sequence (Q13951 whole entry, looked up, the tested form may be a part): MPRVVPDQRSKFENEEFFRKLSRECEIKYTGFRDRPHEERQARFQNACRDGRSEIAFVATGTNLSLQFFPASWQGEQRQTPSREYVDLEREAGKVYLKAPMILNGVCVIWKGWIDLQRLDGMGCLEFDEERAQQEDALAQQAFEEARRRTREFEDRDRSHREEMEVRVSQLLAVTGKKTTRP
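test system = Cerulean-tagged RUNX1 Runt domain (FRET donor) fusion protein | reagent = Venus-CBFb binding partner, 100 nM | incubation = protein complex preformed 1 h, compound exposure 1 h, room temperature, dark | detection = FRET fluorescence | read-out basis = loss of energy transfer signal | controls = 5 µM unlabeled CBFb as full-inhibition high control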
Numbers without * were called inactive; . = not tested or not shown.

SMILES	Ba/F3 V617F tox	RBBP9 inh	BaF3 tox	S1P4 antagonist	NPY-Y1 PAM-ag	NPY Y1 blocker	NPY2 pot ag	S1P4 ag	Runt-CBFb FRET
CC(C)[n+]1ccn(C2=C([O-])c3ccccc3C(=O)/C2=N\S(=O)(=O)c2ccccc2)c1	0	-3	5	14	6	.	-31	1.0	-1
C=CCSc1nc2c(c(=O)[nH]1)C(C(C)C)C(C#N)=C(N)O2 (configuration not stated)	2	0	3	3	-38	77*	-50	1.1	-1
O=C(COC(=O)c1nn(-c2ccccc2)c(=O)c2ccccc12)NC1CCS(=O)(=O)C1 (configuration not stated)	-1	-10	5	-7	11	-2	-3	0.1	1
N#C/C(=C\c1cn[nH]c1-c1ccc(Cl)cc1)C(=O)NC1CC1	-3	0	4	-12	-20	9	1	2.2	-1
O=c1[nH]c(CN2CCN(Cc3ccccc3)CC2)nc2scc(-c3ccccc3)c12	7	-15	-4	-3	-7	.	-6	0.6	-2
COCCNC(=O)c1cc2nc(-c3ccccc3)cc(C)n2n1	5	-2	15	8	-8	10	-11	-0.8	-2
CC1CCN(CCC(=O)Nc2ccccc2)CC1	-1	4	-4	-14	-4	6	4	-0.6	1
COc1ccc(-c2nnc(NC(=O)CSc3ccccc3)s2)cc1OC	-3	0	2	5	1	1	0	-1.6	2
COC(=O)c1c(CCl)noc1C(=O)NC(C)C	0	2	2	0	-21	4	-3	-0.8	-3
Cc1ccc2nc(NC(=O)C3CCN(S(=O)(=O)c4cnc[nH]4)CC3)sc2c1	1	0	5	5	-17	-3	14	2.0	-5
O=C(Nc1ccccc1)Nc1cccc2cccnc12	0	-7	3	-2	-12	9	-10	-0.5	-2
O=C(NCCCN1CCCC1=O)c1ccc(Cl)c(Cl)c1	-1	-11	6	-8	-23	6	-3	1.1	0
COC(=O)C(C)Oc1ccc2c(-c3cccc([N+](=O)[O-])c3)cc(=O)oc2c1 (configuration not stated)	0	-2	6	-18	-4	1	5	-1.2	-2
CCN=C1SC(C(=O)Nc2cccc(Br)c2)CC(=O)N1CC (configuration not stated)	-4	-3	2	-16	-10	8	1	0.1	-1
CCn1ccc(C(=O)Nc2ccccc2Cl)n1	2	-1	4	-5	-10	4	-12	-1.8	2
Cc1ccc(S(=O)(=O)N2CCCC2C(=O)Nc2nccs2)cc1 (configuration not stated)	2	-3	2	4	-18	3	-11	-1.4	-3
CCCCC(O)(CCCC)C(=O)NN(C(=O)OC)c1ccc(C)cc1	-4	-3	1	13	6	.	-17	-1.7	-1
Cc1cc(C)cc(NC(=O)C(Sc2ncnc3ccccc23)c2ccccc2)c1 (configuration not stated)	1	4	7	7	-9	6	-12	-1.4	-2
CC(C)CCNC(=O)CCCCn1c(=O)[nH]c2ccsc2c1=O	1	-5	4	-9	7	3	6	1.3	0
O=c1[nH]c(CN2CCN(S(=O)(=O)c3ccc(Cl)cc3)CC2)nc2cc(Cl)ccc12	-1	-3	4	-17	-3	0	12	0.2	2
CCC(=O)c1ccc(N2CCN(C(=O)c3ccc(Br)cc3)CC2)c(F)c1	0	-2	5	14	23	-3	3	-1.3	1
C/C(=N\NC(=O)C1CC1)c1cccs1	3	-9	4	-13	6	12	3	0.8	-3
CC1(C)SCC(C(=O)O)NC1=O (configuration not stated)	4	6	10	-10	7	0	-8	0.0	-2
CC(=O)c1cccc(NC(=O)C(Sc2ncnc3ccccc23)c2ccccc2)c1 (configuration not stated)	-2	-16	8	-14	4	-2	-6	0.7	-6
CC1(C)CC(=O)c2sc(N3CCCCC3)nc2C1	1	-1	-1	4	20	-5	-13	-1.8	0
O=C(O)c1ccccc1C(=O)Nc1ccc(Br)c(C(F)(F)F)c1	2	0	-2	-4	-4	.	-2	0.4	1
CCS(=O)(=O)c1ccc(-c2csc(-c3ccccc3Cl)n2)c(Cl)c1Cl	-2	-3	1	-5	6	-4	-15	-1.4	0
Cc1cccc(-c2nnc(NC(=O)c3ccc(N4C(=O)CCC4=O)cc3)s2)c1	-3	-5	3	6	-11	2	-6	1.6	-2
CCOc1ccc(N(CC(=O)NC2CCCCCC2)S(=O)(=O)c2c(C)noc2C)cc1	2	5	10	15	8	2	-5	-1.0	-2
C=CCOC(=O)C1=C(C)NC(SCC(=O)Nc2nccs2)=C(C#N)C1c1cccs1 (configuration not stated)	5	-7	2	-23	9	-7	-2	1.2	-6

Copied from the list:
S1P4 antagonist with CC1(C)CC(=O)c2sc(N3CCCCC3)nc2C1 = 4
Runt-CBFb FRET with Cc1cc(C)cc(NC(=O)C(Sc2ncnc3ccccc23)c2ccccc2)c1 (configuration not stated) = -2

The results go on:
SMILES	Ba/F3 V617F tox	RBBP9 inh	BaF3 tox	S1P4 antagonist	NPY-Y1 PAM-ag	NPY Y1 blocker	NPY2 pot ag	S1P4 ag	Runt-CBFb FRET
Cc1cccc2c(C(=O)O)c3c(nc12)CCCCC3	-6	2	-1	-25	-14	0	2	-1.4	-1
Cc1ccc(N2C(=O)C3NN=C(C(=O)OCc4ccccc4)C3C2=O)cc1 (configuration not stated)	-2	-10	4	-32	-10	8	2	0.8	-4
COc1ccc([N+](=O)[O-])cc1NC(=O)C1(c2ccc(OC)c(OC)c2)CCOCC1	2	-4	6	12	-11	3	8	-0.2	0
CCC(=O)Nc1cc(C)c(NC(=O)CCc2ccccc2)cn1	0	-2	0	-24	3	-2	-9	-0.3	29
CC1CC(C)CN(C(=O)CCNS(=O)(=O)c2ccc3c(c2)CCC(=O)N3)C1 (configuration not stated)	3	-9	3	8	1	9	0	4.1	-2
CC1(C)CC(=O)c2c(nc(SCC(=O)Nc3nsc(-c4ccccc4)n3)c(C#N)c2-c2ccccc2)C1	-3	-5	-1	-13	-24	3	8	1.9	-5
C=C(C)CNC(=S)Nc1cccc2cnccc12	-1	-6	9	-6	-11	0	4	-1.2	2
CN(C)S(=O)(=O)c1ccc(C(=O)Nc2nc(-c3cc4ccccc4o3)cs2)cc1	0	-4	4	-17	-51	-1	10	4.5	0
CC(C)(CO)NCC(O)Cn1cc(C=O)c2ccccc21 (configuration not stated)	5	-6	11	-12	-33	3	-7	-0.6	1
O=C(CSc1nc2nc3c(cc2c(=O)n1-c1ccccc1)CCCC3)Nc1cccc2ccccc12	1	-10	6	-28	-28	3	2	3.3	0
O=C1CC(C(=O)Nc2ccc(F)cc2)n2cnnc2N1 (configuration not stated)	2	0	10	-6	12	-1	-2	0.6	-1
CCOC(=O)N1CCN(C(=O)c2cc(OC)cc(OC)c2)CC1	3	-13	-1	-1	-18	2	-15	1.0	.
CN(CCc1ccccn1)S(=O)(=O)c1ccccc1F	-2	-12	3	-2	7	2	8	0.3	1
CCC(Oc1ccccc1)C(=O)NC1CCSC1=O (configuration not stated)	2	-2	9	3	-14	7	-20	-0.9	.
CCC1CCCCN1CCCn1c(=S)[nH]c2ccccc2c1=O (configuration not stated)	4	-4	9	-3	-16	17	-16	2.3	2
COc1ccc(NS(=O)(=O)c2cc(NC(=O)/C=C/c3cc(OC)c(OC)c(OC)c3)ccc2N2CCCCC2)cc1	1	-25	2	-17	-14	-2	-10	0.5	-6
CCOC(=O)c1ccccc1C(=O)N1CCOCCOCCOCC1	-3	-3	0	-2	10	-2	2	2.1	-1
O=C(OCc1ccc(Cl)cc1Cl)c1cccnc1Cl	0	-2	-1	-20	3	2	-6	0.7	-1
Cc1noc(C)c1S(=O)(=O)Nc1ccc(C(=O)O)cc1	-4	1	0	-4	2	1	-6	2.5	-1
Cc1n[nH]c(C)c1Sc1ccccc1N	-1	-4	1	-2	14	0	1	-0.3	-2
O=C1c2ccccc2C(=O)N1CCc1nc(-c2ccc(Cl)cc2)no1	-4	-2	-1	-12	-24	11	-10	2.5	1
CN(CCc1ccccn1)C(=O)c1cccnc1Oc1ccc(Cl)cc1	-1	-9	-2	3	2	.	-12	-0.4	2
CCOC(=O)Cc1csc(NC(=O)CSc2nnnn2-c2ccc(CC)cc2)n1	-2	-5	2	-12	16	-5	19	-1.4	0
COc1ccccc1NS(=O)(=O)c1ccc(O)c(C(=O)OCC(=O)N2c3ccccc3CC2C)c1 (configuration not stated)	2	-10	0	-22	22	12	-1	1.4	1
Cc1ccc(-n2c(O)c(C=NC3CCS(=O)(=O)C3)c3ccccc3c2=O)cc1 (configuration not stated)	-1	-7	-2	-11	6	-1	-12	-1.0	0
CCOC(=O)n1c(O)c(N=NC(N)=S)c2cc(C)ccc21	-7	-3	-6	10	25	.	-15	-0.3	-2
Cc1cc([N+](=O)[O-])ccc1NCc1ccccc1[N+](=O)[O-]	-2	-8	5	-11	12	-1	4	1.1	21
N#Cc1ccc(C(=O)Nc2ccc([N+](=O)[O-])cc2)c(F)c1	-2	-3	5	-6	-7	-2	-6	2.2	-1
O=C(C[n+]1cc(-c2ccc(Cl)cc2)n2c1CCC2)Nc1nc(-c2ccccc2)cs1	-5	-3	-2	3	17	.	-10	-0.2	0
CCCCC(=O)NC(=S)NNS(=O)(=O)c1ccccc1	-2	-6	0	-14	2	0	-1	-0.4	42

Rewritten with two lines to a compound: part of the list above
Every second line gives: Ba/F3 V617F tox	RBBP9 inh	BaF3 tox	S1P4 antagonist	NPY-Y1 PAM-ag	NPY Y1 blocker	NPY2 pot ag	S1P4 ag	Runt-CBFb FRET
> Cc1n[nH]c(C)c1Sc1ccccc1N
→ -1	-4	1	-2	14	0	1	-0.3	-2
> O=C1c2ccccc2C(=O)N1CCc1nc(-c2ccc(Cl)cc2)no1
→ -4	-2	-1	-12	-24	11	-10	2.5	1
> CN(CCc1ccccn1)C(=O)c1cccnc1Oc1ccc(Cl)cc1
→ -1	-9	-2	3	2	.	-12	-0.4	2

Next part.
SMILES	Ba/F3 V617F tox	RBBP9 inh	BaF3 tox	S1P4 antagonist	NPY-Y1 PAM-ag	NPY Y1 blocker	NPY2 pot ag	S1P4 ag	Runt-CBFb FRET
COc1ccc(C(CNC(=O)COc2ccccc2OC)N(C)C)cc1OC (configuration not stated)	2	-6	3	1	-26	3	7	-0.3	-2
CCOC(=O)/C(C#N)=C\c1c(C)cc(C)c(COC(C)=O)c1C	-3	-5	0	5	-13	-3	0	2.6	-4
Nc1nnc(CC(=O)N/N=C/c2ccccc2OCc2ccc(F)cc2)s1	-2	1	-2	4	-10	.	-6	-0.7	-1
CC1(C)NC(=O)N(Cc2cc(=O)n3ccsc3n2)C1=O	-4	7	-1	4	-15	.	8	0.1	-1
Cc1cc(N2CCN(C(=O)c3ccco3)CC2)n2ncc(-c3ccccc3)c2n1	3	0	8	-8	1	-2	-4	-0.2	-13
Cc1cc(C)c2c(n1)nn1c(N3CCN(c4cccc(Cl)c4)CC3)cc(C)nc21	0	9	7	-4	-38	6	-12	-1.4	.
COc1ccc(OCc2nnc3n2N=C(c2ccc(Br)cc2)CS3)cc1	1	-7	5	-1	-34	19	-36	-0.4	-8
COc1cc(C2C(C#N)=C(N)OC3=C2C(=O)CC(C)(C)C3)ccc1OCCN1CCOCC1 (configuration not stated)	-2	0	-3	4	22	.	14	0.7	0
O=S(=O)(c1ccccc1)N1CCCC1c1nc2ccccc2s1 (configuration not stated)	0	-6	15	-6	0	-1	0	-2.2	-1
